HCV NS3 hel inh – inhibitors of HCV NS3 helicase, primary screen, biochemical, Cy5 molecular beacon fluorescence. AID 1800, 2009. 0.56% of 290,000 active. Hepatitis C virus NS3 helicase. inhibition, % at 10.9 µM. NS3 helicase DNA unwinding;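 active = inhibition above the mean of all tested compounds plus 3 SD, set per campaign, cut at about 35% in these data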;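 note: 0% = DMSO wells and 100% = thioflavine S control wells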
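System: HCV NS3 helicase fragment; control set: DMSO and thioflavine S; technique: Cy5 fluorescence at 0 and 60 min, beacon hairpin quenching; reagent: beacon DNA duplex substrate plus ATP; replicates: singlicate; schedule: 1 h reaction at 25 °C, ATP-initiated; medium: MOPS buffer pH 6.5 with MgCl2, DTT, Tween20, BSA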
pCIP destab – p/CIP-EGFP fusion destabilizers, primary screen, fluorescence, F442A cells | Q05BA5 | 0.01% of 290,000 active | decrease of EGFP signal, % at 10 µM | AID 1984, 2009 | 16 h;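 active = EGFP signal decrease of at least 30% at 10 µM or well 3 SD below plate mean, unless failing retest; inactive = the rest, including hits failing retest or dose response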; note: some compounds called inactive have numbers as strong as hits; many of its hits are not listed in these tables
PHOSPHO1 block – PubChem AID 1565; inhibition, % at 13.3 µM; recombinant PHOSPHO1, absorbance phosphatase assay; Phosphoethanolamine/phosphocholine phosphatase (Homo sapiens), Q8TCT1; 1.1% of 290,000 active; in the data active = inhibition above about 60%
IDE act – human IDE activators in live cells, primary screen, fluorescence polarization, HEK cells, FAbeta-B substrate; Insulin-degrading enzyme (Homo sapiens), P14735; FAbeta-B cleavage; 0% vehicle, 100% cell-free pure enzyme wells; activation, % at 5.96 µM; 0.073% of 340,000 active;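 active = activation above the mean of all tested compounds plus 3 SD, set per screening campaign, cut at about 17% in these data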
Target sequence (P14735 whole entry, looked up): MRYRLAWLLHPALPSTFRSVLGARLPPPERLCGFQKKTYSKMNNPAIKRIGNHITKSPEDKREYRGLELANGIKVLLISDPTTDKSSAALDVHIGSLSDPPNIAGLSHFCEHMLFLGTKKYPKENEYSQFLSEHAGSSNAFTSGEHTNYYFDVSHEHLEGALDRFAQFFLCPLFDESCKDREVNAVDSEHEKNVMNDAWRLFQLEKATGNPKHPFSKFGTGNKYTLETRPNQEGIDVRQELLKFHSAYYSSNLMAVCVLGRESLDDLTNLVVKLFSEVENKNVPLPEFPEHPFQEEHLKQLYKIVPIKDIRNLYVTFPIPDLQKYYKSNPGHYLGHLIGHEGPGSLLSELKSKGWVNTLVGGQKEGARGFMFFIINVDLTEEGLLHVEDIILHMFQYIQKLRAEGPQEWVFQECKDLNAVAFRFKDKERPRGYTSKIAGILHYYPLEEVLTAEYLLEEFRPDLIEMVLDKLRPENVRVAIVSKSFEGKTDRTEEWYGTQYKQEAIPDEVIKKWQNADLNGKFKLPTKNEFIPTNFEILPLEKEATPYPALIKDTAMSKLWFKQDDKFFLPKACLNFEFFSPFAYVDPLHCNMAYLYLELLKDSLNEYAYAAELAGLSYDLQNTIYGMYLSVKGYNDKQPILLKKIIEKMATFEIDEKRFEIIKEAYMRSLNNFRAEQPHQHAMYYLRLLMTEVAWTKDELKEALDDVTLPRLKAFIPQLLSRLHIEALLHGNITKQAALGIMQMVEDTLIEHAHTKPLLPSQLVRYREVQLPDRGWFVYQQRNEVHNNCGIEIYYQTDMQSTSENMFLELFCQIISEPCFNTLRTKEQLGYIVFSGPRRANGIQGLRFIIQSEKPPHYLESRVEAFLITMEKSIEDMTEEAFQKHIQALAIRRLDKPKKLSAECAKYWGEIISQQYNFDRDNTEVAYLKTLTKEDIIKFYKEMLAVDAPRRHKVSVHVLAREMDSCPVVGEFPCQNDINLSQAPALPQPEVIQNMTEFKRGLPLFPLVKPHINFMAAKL
MEKK3 PB1 HTS – modulators of MEKK3-MEK5 PB1 binding, primary screen, biochemical, wildtype MEKK3, multiplex bead flow cytometry, Alexa488-MEK5. Mitogen-activated protein kinase kinase kinase 3 (Homo sapiens), Q99759. bead-based flow cytometry, Alexa488-MEK5 binding to MEKK3; actives lie on both sides; 0 = blocked by unlabeled MEK5, 100 = vehicle. binding response (% of control), % at 10 µM. 1.4% of 290,000 active. AID 1529, 2009;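 active = binding response more than 3 SD above or below the average of its plate-row segment, actives on both sides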;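 note: Alexa488 bead fluorescence after subtracting the streptavidin-only scavenger bead signal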
IMP-1 inh – IMP-1 metallo-beta-lactamase inhibitors, primary screen, biochemical, epi-absorbance readout, Pseudomonas aeruginosa enzyme | purified IMP-1, nitrocefin hydrolysis, epi-absorbance fluorescence | inhibition, % at 5.6 µM | 0.45% of 290,000 active | AID 1556, 2009;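 active = inhibition above the mean plus 3 SD of all compounds in the same screening run, cut at about 4.5% in these data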;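 note: 0% = IMP-1 with DMSO and 100% = DMSO wells lacking enzyme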
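System: purified recombinant IMP-1 beta-lactamase. Medium: Zinc- and detergent-supplemented HEPES buffer, pH 7.1. Compound: one 5.6 µM dose […]. Schedule: 15 min preincubation plus 25 min reaction at 25 °C. Technique: Epi-absorbance fluorescence, 480 nm excitation, 530 nm emission.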
VIM-2 inh – VIM-2 metallo-beta-lactamase inhibitors, primary screen, biochemical, epi-absorbance readout, Pseudomonas aeruginosa enzyme; purified VIM-2, nitrocefin hydrolysis, epi-absorbance fluorescence; inhibition, % at 5.6 µM; 0.89% of 290,000 active;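 active = inhibition above the mean of all tested compounds plus 3 SD, cutoff set per screening run, cut at about 7.5% in these data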;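 note: red hydrolysis product quenches plate fluorescence so inhibitors raise well fluorescence; 0% = enzyme with DMSO and 100% = DMSO without enzyme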
DNA FID counter – compounds displacing fluorescent DNA intercalator, primary screen, artefact control for HCV NS3 helicase inhibitor project, biochemical, FID fluorescence; DNA fluorescent intercalator displacement; inhibition, % at 7.9 µM; 0.17% of 290,000 active; AID 1845, 2009; in the data active = inhibition above about 37%;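 note: 0% = vehicle and 100% = reference compound; higher means more ethidium bromide displaced from hairpin DNA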
UBC9 SUMO inh – inhibitors of in vitro SUMOylation cascade, primary screen, biochemical, HTRF, uHTS. 0.36% of 290,000 active. SUMO-conjugating enzyme UBC9 (Homo sapiens), P63279. HTRF SUMOylation assay, SAE1/SAE2 + UBC9. inhibition, % at 35 µM; in the data active = inhibition above about 50%, passing the limit was not always enough; note: strong numbers were not always called active
The depositor's hits bear a star. Some of the compounds tested. The share of hits here may be higher or lower than overall.

COc1ccc(-c2csc(N(CCCN(C)C)C(=O)c3ccc(C)cc3)n2)cc1 was read as HCV NS3 hel inh -42.4, pCIP destab 5.6, IDE act 8.7, MEKK3 PB1 HTS 99.0, IMP-1 inh -1.1, VIM-2 inh -2.9, DNA FID counter 21.8 and UBC9 SUMO inh 2.7.
Screening O=[N+]([O-])c1ccc(N2CCCC2)nc1N1CCCC1 returned HCV NS3 hel inh -0.6, pCIP destab -15.6, PHOSPHO1 block 29.8, IDE act -3.6, MEKK3 PB1 HTS 95.0, IMP-1 inh -2.7, VIM-2 inh 1.7, DNA FID counter -9.9 and UBC9 SUMO inh 8.2.
`COC(=O)C1=C(C)N=C2SC(C)C(=O)N2C1c1cccc(F)c1` (stereo not given) gave HCV NS3 hel inh 8.1, pCIP destab -0.3, PHOSPHO1 block 16.0, IDE act -1.5, MEKK3 PB1 HTS 100.0, IMP-1 inh -3.0, VIM-2 inh -4.3, DNA FID counter -15.7 and UBC9 SUMO inh -14.7.
`O=C1CCCc2oc3c(c21)CCCC3` gave HCV NS3 hel inh 6.6, pCIP destab -3.6, PHOSPHO1 block -5.3, IDE act 0.3, MEKK3 PB1 HTS 99.0, IMP-1 inh -2.4, VIM-2 inh -1.9, DNA FID counter 2.9 and UBC9 SUMO inh 4.5.
For CCc1nnc(NC(=O)C2CCCN2S(=O)(=O)c2ccc(F)cc2)s1 (stereo not given) the results were HCV NS3 hel inh -1.4, pCIP destab 2.4, PHOSPHO1 block -25.0, IDE act 6.5, MEKK3 PB1 HTS 97.0, IMP-1 inh -4.0, VIM-2 inh -2.8, DNA FID counter -6.7 and UBC9 SUMO inh 7.2.
O=C(CN(C1CCCCC1)S(=O)(=O)c1ccc(Cl)cc1)NCc1ccncc1 was read as HCV NS3 hel inh 0.7, pCIP destab 3.8, PHOSPHO1 block 6.7, IDE act -2.3, MEKK3 PB1 HTS 103.0, IMP-1 inh -2.0, VIM-2 inh -4.9, DNA FID counter -14.1 and UBC9 SUMO inh 11.7.
Screening O=C(Nc1cc(Cl)ccc1N1CCOCC1)c1cccnc1 returned HCV NS3 hel inh 1.1, pCIP destab -4.9, PHOSPHO1 block 26.5, IDE act 0.2, MEKK3 PB1 HTS 103.0, IMP-1 inh -2.6, VIM-2 inh -1.4, DNA FID counter -9.3 and UBC9 SUMO inh -0.4.
`C[N+](C)(C)CCN1C(=O)CSC1=O` gave HCV NS3 hel inh 3.6, pCIP destab 4.1, PHOSPHO1 block 0.1, IDE act 4.3, MEKK3 PB1 HTS 97.0, IMP-1 inh 1.1, VIM-2 inh 0.4, DNA FID counter -1.4 and UBC9 SUMO inh -17.0.
CCOc1ccc(NC(=O)Cn2nnc(C(=O)NCCc3ccc(OC)c(OC)c3)c2N)cc1 was read as HCV NS3 hel inh -5.7, pCIP destab 0.6, PHOSPHO1 block 13.5, IDE act -0.2, MEKK3 PB1 HTS 104.0, IMP-1 inh -1.1, VIM-2 inh 0.2, DNA FID counter -28.4 and UBC9 SUMO inh 8.7.
Screening O=C(Nn1c(-c2ccccc2)nc2ccccc2c1=O)c1ccco1 returned HCV NS3 hel inh -8.4, pCIP destab -15.3, PHOSPHO1 block 20.2, IDE act 2.3, MEKK3 PB1 HTS 102.0, IMP-1 inh -0.4, VIM-2 inh -0.7, DNA FID counter -6.5 and UBC9 SUMO inh 14.8.
O=C1NCCN(Cc2cccc(Oc3ccccc3)c2)C1CC(=O)N1CCCCC1 (stereo not given) was read as HCV NS3 hel inh -37.8, pCIP destab -7.4, PHOSPHO1 block 23.3, IDE act 0.6, MEKK3 PB1 HTS 108.0, IMP-1 inh -0.6, VIM-2 inh 0.8, DNA FID counter -23.7 and UBC9 SUMO inh -6.5.
For CCCNC(=O)CSc1nc(COc2ccccc2)nc2ccccc12 the results were HCV NS3 hel inh 6.3, pCIP destab -17.2, PHOSPHO1 block 40.7, IDE act 5.6, MEKK3 PB1 HTS 92.0, IMP-1 inh -4.3, VIM-2 inh -0.7, DNA FID counter -17.4 and UBC9 SUMO inh 1.8.
Screening Cc1cc([N+](=O)[O-])nn1CC(=O)N/N=C/c1ccc(O)cc1O returned HCV NS3 hel inh -8.1, pCIP destab -2.9, PHOSPHO1 block 17.7, IDE act 3.0, MEKK3 PB1 HTS 107.0, IMP-1 inh -3.3, VIM-2 inh -4.3, DNA FID counter -3.9 and UBC9 SUMO inh 14.7.
Screening CCOC(=O)c1ccc(CC(=O)c2oc3cc(O)ccc3c2C)o1 returned HCV NS3 hel inh 7.7, pCIP destab -11.6, PHOSPHO1 block 27.3, IDE act -4.1, MEKK3 PB1 HTS 86.0, IMP-1 inh 0.8, VIM-2 inh -1.3, DNA FID counter -6.4 and UBC9 SUMO inh 27.2.
For Oc1c(C(c2cccs2)N2CCN(c3cccc(Cl)c3)CC2)sc2ncnn12 (stereo not given) the results were HCV NS3 hel inh -12.3, pCIP destab -9.2, PHOSPHO1 block 10.1, IDE act -19.9, MEKK3 PB1 HTS 112.0, IMP-1 inh -3.0, VIM-2 inh -0.7, DNA FID counter -22.2 and UBC9 SUMO inh -4.1.
Screening CC(=O)N1CC2(C)CN(C(C)=O)CC(C)(C1)C2O (stereo not given) returned HCV NS3 hel inh -3.2, pCIP destab -13.0, PHOSPHO1 block -20.9, IDE act 2.4, MEKK3 PB1 HTS 93.0, IMP-1 inh -2.1, VIM-2 inh 1.2, DNA FID counter 0.4 and UBC9 SUMO inh 0.0.
For CCN(CC)CCCNc1oc(/C=C/c2ccccc2)nc1C#N the results were HCV NS3 hel inh -67.0, pCIP destab -8.7, PHOSPHO1 block 32.2, MEKK3 PB1 HTS 101.0, IMP-1 inh 0.2, VIM-2 inh -1.9, DNA FID counter 10.8 and UBC9 SUMO inh 28.5.
For CC(=O)Oc1ccc(-c2csc(Nc3cccc(C)n3)n2)cc1 the results were HCV NS3 hel inh -10.8, pCIP destab 6.3, PHOSPHO1 block 22.0, IDE act 2.9, MEKK3 PB1 HTS 101.0, IMP-1 inh -2.1, VIM-2 inh -0.5, DNA FID counter -7.3 and UBC9 SUMO inh -18.7.
Screening Clc1nc(Cl)nc(NCCC2=CCCCC2)n1 returned HCV NS3 hel inh 3.5, pCIP destab -2.4, PHOSPHO1 block 18.8, IDE act -2.7, MEKK3 PB1 HTS 102.0, IMP-1 inh -5.3, VIM-2 inh -4.2, DNA FID counter 8.5 and UBC9 SUMO inh 6.2.
CC1=NN(C(=O)c2csc(C)c2)C(O)(C(F)(F)F)C1 (stereo not given) was read as HCV NS3 hel inh -1.9, pCIP destab 3.2, PHOSPHO1 block 11.7, IDE act 5.7, IMP-1 inh -2.5, VIM-2 inh -4.6, DNA FID counter -7.8 and UBC9 SUMO inh -9.0.
For CN(C)CCN(C(=O)/C=C/c1cccs1)c1nc2c(F)cc(F)cc2s1 the results were HCV NS3 hel inh -19.3, pCIP destab 2.4, PHOSPHO1 block 12.6, IDE act 1.5, MEKK3 PB1 HTS 109.0, IMP-1 inh -1.2, VIM-2 inh -0.4, DNA FID counter 1.9 and UBC9 SUMO inh 25.8.
CC(CC(=O)Nc1cc(C(F)(F)F)ccc1Cl)c1ccccc1 (stereo not given) was read as HCV NS3 hel inh -3.7, pCIP destab -7.9, PHOSPHO1 block -5.9, IDE act 4.6, MEKK3 PB1 HTS 106.0, IMP-1 inh -1.2, VIM-2 inh -3.8, DNA FID counter -5.5 and UBC9 SUMO inh 15.2.
Screening Cc1ccccc1C(=O)O/N=C(\N)c1ccncc1 returned HCV NS3 hel inh -6.4, pCIP destab -1.1, PHOSPHO1 block -5.0, IDE act 2.9, MEKK3 PB1 HTS 110.0, IMP-1 inh -1.5, VIM-2 inh -2.1, DNA FID counter -4.3 and UBC9 SUMO inh 13.0.
For Cn1c(=O)n(CCc2ccccc2)c(=O)c2c1nc1n2CCCN1c1ccccc1 the results were HCV NS3 hel inh -0.5, pCIP destab -4.7, PHOSPHO1 block 13.8, IDE act 5.3, MEKK3 PB1 HTS 89.0, IMP-1 inh -0.5, VIM-2 inh -4.9, DNA FID counter -1.8 and UBC9 SUMO inh 14.7.
For Cn1cc(CN2CCN(c3cnccn3)CC2)c(-c2cccc(Cl)c2)n1 the results were HCV NS3 hel inh -2.5, pCIP destab -2.7, PHOSPHO1 block 0.8, IDE act -3.5, MEKK3 PB1 HTS 105.0, IMP-1 inh -3.1, VIM-2 inh -2.8, DNA FID counter -11.9 and UBC9 SUMO inh 2.3.
Screening c1ccc2c(OCCCN3CCCCCC3)cccc2c1 returned HCV NS3 hel inh -9.5, pCIP destab 11.9, PHOSPHO1 block -7.8, IDE act 6.5, MEKK3 PB1 HTS 104.0, IMP-1 inh -0.2, VIM-2 inh -1.1, DNA FID counter 9.5 and UBC9 SUMO inh 10.3.
Cc1ccc(C)n1-c1cccc(C(=O)O)c1 was read as pCIP destab -5.1, PHOSPHO1 block 78.7*, MEKK3 PB1 HTS 88.0 and UBC9 SUMO inh 32.3.
CCN(CC)CCNC(=O)Cn1cnc2sc(C)c(S(=O)(=O)N3CC(C)CC(C)C3)c2c1=O (stereo not given) was read as HCV NS3 hel inh 7.4, pCIP destab -4.8, PHOSPHO1 block 39.2, IDE act 5.3, MEKK3 PB1 HTS 104.0, IMP-1 inh -1.8, VIM-2 inh -4.3, DNA FID counter 8.1 and UBC9 SUMO inh 7.4.
Screening O=C(NC(Cc1ccccc1)C(=O)N1CCCC1C(=O)O)c1ccccc1 (stereo not given) returned HCV NS3 hel inh -1.9, pCIP destab 0.1, PHOSPHO1 block -1.5, IDE act -1.8, MEKK3 PB1 HTS 102.0, IMP-1 inh -3.1, VIM-2 inh -0.7, DNA FID counter -2.5 and UBC9 SUMO inh 20.1.
Screening C=CCc1cc(Cl)ccc1OCCCNC(C)CC (stereo not given) returned HCV NS3 hel inh -30.2, pCIP destab -13.5, PHOSPHO1 block -6.7, IDE act 1.8, MEKK3 PB1 HTS 102.0, IMP-1 inh -0.7, VIM-2 inh -3.9, DNA FID counter 16.9 and UBC9 SUMO inh -2.1.
Cc1ccc(C)c(NC(=O)C2CCCN(S(=O)(=O)c3ccc4[nH]c(=O)ccc4c3)C2)c1 (stereo not given) was read as HCV NS3 hel inh 21.8, pCIP destab -11.9, PHOSPHO1 block 22.8, IDE act 6.8, MEKK3 PB1 HTS 96.0, IMP-1 inh -5.0, VIM-2 inh -0.7, DNA FID counter -19.5 and UBC9 SUMO inh 9.3.

From PubChem
